Source: PubChem
KDM4E inh – qHTS Assay for Inhibitors of Human Jumonji Domain Containing 2E (JMJD2E). Potency, µM (highest dose often 57.1 µM), without a hit: at the highest dose activity change, negative = inhibition, usual class: inhibitors. Lysine-specific demethylase 4E (Homo sapiens), B2RXH2. hit rate 1.6% among 230,000. JMJD2E catalytic domain, FDH-coupled NADH fluorescence (FDH is formaldehyde dehydrogenase); active means well fitted inhibition curve with a large enough effect, not every such curve was filed as active; inconclusive means small, poorly fitted or top-dose-only effect, or another doubt; inactive means no such curve, though single readings can be large or run the other way;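 further: 0% = wells with enzyme and -100% = buffer wells without enzyme; nearly all actives have a fitted effect of over 50% in size; many of its hits are not listed in these tables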
L3MBTL1 inh – qHTS Assay for the Inhibitors of L3MBTL1; hit rate 0.66% among 230,000; AlphaScreen L3MBTL1–H3K9me1 peptide binding; Lethal(3)malignant brain tumor-like protein 1 (Homo sapiens), Q9Y468; Potency, µM (titrated, usually from 57.1 µM), without a hit: at the highest dose activity, negative = inhibition, actives largely listed as inhibitors; further: nearly all actives have a fitted effect of over 60% in size
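AlphaScreen proximity signal between nickel-chelate acceptor and streptavidin donor beads (final 10 ug/mL) reports binding of 50 nM L3MBTL1 to 75 nM biotin-H3 K9me1 peptide; complex incubated with compounds 30 min at room temperature; cefsulodin titration as control.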
RECQ1 inh – qHTS Assay for Inhibitors of RecQ-Like Dna Helicase 1 (RECQ1); RECQ1 DNA unwinding, red fluorescence kinetic read; Potency, µM (highest dose often 57.3 µM), for inactives: at the highest dose activity, negative = inhibition, most hits filed as inhibitors; AID 2549, 2010; hit rate 0.54% among 240,000; ATP-dependent DNA helicase Q1 (Homo sapiens), P46063;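 further: plate controls were vehicle for no effect and no enzyme for full effect; nearly all actives have a fitted effect of over 30% in size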
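RECQ1T1 50 nM; forked duplex (20 bp + 30-nt ss tails) 200 nM, ATP 2 mM final; pH 8.0, 2 mM MgCl2, 2.5 ug/ml poly(dI-dC); 15 min compound preincubation; discontinuous kinetic read over 2 h at RT.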
TexasRed fluor – Total Fluorescence Counterscreen for Inhibitors of the Interaction of Thyroid Hormone Receptor and Steroid Receptor Coregulator 2; hit rate 0.29% among 280,000; TRb/SRC2 Texas Red total fluorescence interference; Potency, µM (top dose mostly 106 µM), without a hit: at the highest dose fluorescence change, negative = quenching; AID 1479, 2009; active means well fitted curve in either direction with a large enough effect; inconclusive means small, poorly fitted or top-dose-only effect
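Flags fluorescent or light-absorbing compounds by total fluorescence, S + 2P, at 555 nm excitation and 632 nm emission. Mixture: 20 nM Texas Red SRC2 peptide, 0.6 uM human TRb LBD, 1 uM T3, 5% DMSO; compound exposure 5 h at ambient temperature.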
GoLoco inh red – qHTS Assay for Inhibitors of RGS12 GoLoco Motif Activity (Red Fluorophore); Guanine nucleotide-binding protein G(i) subunit alpha-1 (Homo sapiens), P63096; Potency, µM (series often up to 61.6 µM), inactives show at the top dose activity, negative = inhibition, hits mostly inhibitors; hit rate 0.44% among 230,000; Gai1:RGS12 GoLoco peptide FP, rhodamine, 10 min; active means well fitted inhibition curve with a large enough effect, not every such curve was filed as active; inactive means no such curve, though single readings can be large or run the other way; further: nearly all actives have a fitted effect of over 30% in size; many of its hits are not listed in these tables
Target sequence (P63096 whole entry, looked up): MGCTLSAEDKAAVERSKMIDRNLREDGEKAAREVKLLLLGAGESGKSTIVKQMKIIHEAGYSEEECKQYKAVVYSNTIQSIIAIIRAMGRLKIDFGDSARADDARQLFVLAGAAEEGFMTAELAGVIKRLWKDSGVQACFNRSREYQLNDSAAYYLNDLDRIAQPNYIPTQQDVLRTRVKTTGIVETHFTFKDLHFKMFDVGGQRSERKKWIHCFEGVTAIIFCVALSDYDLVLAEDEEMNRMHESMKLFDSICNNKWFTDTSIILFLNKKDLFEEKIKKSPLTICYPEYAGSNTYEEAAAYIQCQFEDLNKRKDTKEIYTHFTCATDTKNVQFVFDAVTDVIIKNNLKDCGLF
TRb-SRC2 inh – qHTS for Inhibitors of the Interaction of Thyroid Hormone Receptor and Steroid Receptor Coregulator 2; AID 1469, 2008; Thyroid hormone receptor beta (Homo sapiens), P10828; TRbeta-SRC2 peptide binding, fluorescence polarization; receptor liganded with 1 µM T3; hit rate 0.065% among 280,000; Potency, µM (series often up to 106 µM), for the others: top-dose activity change, negative = inhibition, actives largely listed as inhibitors;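 further: plate controls were bound peptide for no effect and peptide without receptor for full effect; nearly all actives have a fitted effect of over 50% in size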
Target sequence (P10828 whole entry, looked up): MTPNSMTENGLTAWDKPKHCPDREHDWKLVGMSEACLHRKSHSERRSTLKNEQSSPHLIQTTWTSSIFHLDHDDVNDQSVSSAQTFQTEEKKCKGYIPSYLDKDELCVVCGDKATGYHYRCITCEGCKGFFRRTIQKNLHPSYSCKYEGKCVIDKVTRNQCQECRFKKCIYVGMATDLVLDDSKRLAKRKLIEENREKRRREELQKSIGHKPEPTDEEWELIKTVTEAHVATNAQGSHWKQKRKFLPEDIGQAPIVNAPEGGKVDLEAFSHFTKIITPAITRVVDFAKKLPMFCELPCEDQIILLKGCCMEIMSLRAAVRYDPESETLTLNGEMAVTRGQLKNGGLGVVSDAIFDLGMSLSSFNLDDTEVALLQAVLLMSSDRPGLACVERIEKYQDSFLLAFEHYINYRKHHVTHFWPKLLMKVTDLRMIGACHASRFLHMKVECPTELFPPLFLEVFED
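Each compound concentration gave % activity, normalized to unbound and bound Texas Red SRC2 controls, from polarization read after 5 hr ambient incubation with T3-loaded human TRb LBD.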
Tau FP inhib – qHTS for Inhibitors of Tau Fibril Formation, Fluorescence Polarization. K18 P301L tau heparin fibrillization, Alexa594 FP, 6 h. Potency, µM (highest dose often 57.7 µM), for inactives: top-dose activity, negative = inhibition, actives largely listed as inhibitors. hit rate 0.39% among 280,000. AID 1468, 2008; further: nearly all actives have a fitted effect of over 55% in size
Target sequence (P10636 561-689 P618L limits assumed): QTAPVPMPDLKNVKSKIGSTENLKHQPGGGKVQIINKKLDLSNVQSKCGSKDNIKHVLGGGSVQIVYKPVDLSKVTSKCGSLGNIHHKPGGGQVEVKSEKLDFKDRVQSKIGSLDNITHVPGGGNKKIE
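Read-out: fluorescence polarization of Alexa 594-labeled tau (0.24 uM), 555 nm excitation, 632 nm emission. Mixtures held 15 uM unlabeled K18 P301L, compound and 20 uM heparin, pH 7 acetate buffer, incubated 6 hr at 37 C.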
Tau fibril ThT – qHTS for Inhibitors of Tau Fibril Formation, Thioflavin T Binding. Microtubule-associated protein tau (Homo sapiens), P10636. AID 1460, 2008. Potency, µM (doses to about 57.4 µM), for inactives: at the top dose activity, negative = inhibition, actives largely listed as inhibitors. recombinant tau K18 P301L, heparin-induced fibrillization, ThT fluorescence. hit rate 2.1% among 270,000; further: nearly all actives have a fitted effect of over 55% in size
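Using a mix of unlabeled (15 uM) and Alexa 594-labeled (0.24 uM) tau K18 P301L, heparin-triggered fibrillization over 6 hr at 37 C was scored by ThT fluorescence.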
Active calls of the source: *; i = inactive; ? = inconclusive; . = not tested or not shown; & = joins results of further samples; [ ] = dose if it differs, or a comment. Unless noted, the call rests on the fitted dose curve; in most records, active means well fitted curve in the direction sought with a large enough effect; inconclusive means small, poorly fitted or top-dose-only effect, or another doubt; inactive means no such curve, though single readings can be large; an effect the other way counts as inactive or inconclusive. Unless noted, on the % scale 0 is the no-effect control and ±100 the full control effect; potency means the concentration at half of the fitted maximal effect. An excerpt; the hit share may differ from the screen's.

Second line of a record – Tau FP inhib | TRb-SRC2 inh | GoLoco inh red | L3MBTL1 inh | Tau fibril ThT | TexasRed fluor | KDM4E inh | RECQ1 inh
Cn1c(=O)c2c(nc(N/N=C/c3c(O)n(C4CCCCC4)c(=S)[nH]c3=O)n2C)n(C)c1=O
    ? | -3% | 8% | -26% | 16µM* | -4% | ? | -6%
CCC1=C(C)C(N2CCOCC2)=NP(N2CCOCC2)(N2CCOCC2)=N1
    -10% | 10% | -3% | ? | -1% | 1% | -2% | -4%
CCCCC(CC)COC(=O)c1ccc(C(=O)OCC(CC)CCCC)c(C(=O)OCC(CC)CCCC)c1 (configuration not stated)
    . | 3% | 8% | . | . | -2% | . | -3%
CCOC(=O)C(O)(c1ccc(NC(=O)NC2CCCCC2)cc1)C(F)(F)F (configuration not stated)
    -23% | -1% | 1% | . | -1% | -2% | -3% | -15%
O=c1[nH]c(=O)n(Cc2ccco2)c(O)c1C=NCc1ccc2c(c1)OCO2
    -1% | -11% | -16% | -2% | -3% | 2% | -1% | -10%
CC1(C)C[C@H]2C=C(C=O)[C@]3(C=O)C[C@]3(C)[C@H]2C1
    ? | 1% | -27% | -12% | 14µM* | -8% | -23% | -9%
O=c1[nH]c(=S)n(-c2ccccc2)c(O)c1/C=N/N1CCCCC1c1cccnc1 (configuration not stated)
    -9% | . | 227%[activator] | . | ? | 30% | -7% | 25µM*
Nc1ccc(N)cc1
    ? | -7%&10% | 10% | . | 14µM* | 7%&-3% | . | -17%
CN1CCC(O)(c2ccccc2)C(C(=O)c2ccccc2)C1 (configuration not stated)
    12% | -8% | 3% | 0% | ? | -3% | 0% | i
CCC(=O)N1CC(=O)Nc2ccc(Cl)cc2C1c1ccc(F)cc1 (configuration not stated)
    -4% | -2% | 2% | . | -9% | -1% | 8% | -3%
COCCN1C(=O)/C(=C/c2c(OC)cc(OC)cc2OC)C(=O)N(c2ccccc2)C1=O
    -6% | 0% | 11% | . | -18% | -4% | ? | -4%
CC/C(=N\Nc1ccccc1)c1c(O)n(-c2ccccc2)c(=O)[nH]c1=O
    -3% | 0% | 15% | -1% | ? | -2% | 4% | -6%
CN1CCC2=C[C@H](O)[C@@H]3OC(=O)c4cc5c(cc4[C@H]3[C@H]21)OCO5
    . | -2%[53 µM] | 4%[21.6 µM] | . | . | -2%[53 µM] | ? | -11%[25.9 µM]
OC12CCCCC1C(c1ccccc1)NCC2 (configuration not stated)
    -6% | 1% | 0% | -4% | -7% | -2% | 4% | -8%
Cc1ccc2nc(NC(=O)c3cccn(Cc4ccccc4F)c3=O)sc2c1
    ? | -1% | . | . | 0% | -2% | . | .
[N-]=[N+]=[N-]
    . | 6% | 9% | . | . | -2% | . | 1%
O=P1(NCc2ccco2)COc2ccccc2OC1
    -1% | 0% | 13% | 1% | -3% | -5% | -5% | i
O=C(Nc1ccc(Br)cc1C(=O)c1ccccc1Cl)c1ccccc1F
    -10% | -6% | . | . | -3% | 2% | . | .
Clc1cc(Cl)c(Cl)c(Cl)c1
    . | -7% | 1% | . | . | -1% | . | 11%
CN(C)C(=O)Nc1ccc(Cl)cc1
    . | 8%[201 µM] | 5% | . | . | -2%[201 µM] | . | -17%

Second line of a record – Tau FP inhib | TRb-SRC2 inh | GoLoco inh red | L3MBTL1 inh | Tau fibril ThT | TexasRed fluor | KDM4E inh | RECQ1 inh
CSc1ncc(CN2CCCC(C(=O)c3cccc(Cl)c3)C2)cn1 (configuration not stated)
    4% | -1% | 6% | 0% | -1% | 1% | 1% | i
Cc1ccc(-c2nc3ccccc3c(=O)n2-n2cccc2)cc1
    0% | 0% | 1% | 3% | 4% | 0% | 1% | 12%
O=C1NC(=O)N(Cc2ccco2)C(=O)/C1=C\c1cccn1CCOc1ccc(Cl)cc1
    -15% | 1% | 4% | -18% | ? | -7% | 3% | ?
O=C(CN1CCCCC1)c1ccc(OC(F)F)cc1
    -7% | -6% | 2% | 13% | -1% | -5% | -2% | -15%
Cc1ccsc1C(=O)C1CCCN(Cc2ccc(-n3cccn3)cc2)C1 (configuration not stated)
    4% | 0% | 1% | -15% | -4% | -5% | -29% | i
NNc1n[nH]c(=S)n1N
    ? | 3% | -2% | . | . | 0% | ? | 15%
Nc1ccc(Cl)cc1C(=O)c1ccccc1
    -7% | -6% | 2% | . | -9% | 1% | -1% | i
CC(C)Oc1cccnc1N(C)C1CCN(Cc2ccccc2)CC1
    3% | -15% | -17% | . | 4% | 1% | -25% | -9%
CC(=O)Nc1nnc(S(N)(=O)=O)s1
    4%&2%&-5% | 4% | 14% | -1% | -3%&-4%&-3% | ? | -8% | 10%
COc1ccc(OCC(=O)N2CCN(C(C)C)CC2)cc1
    3% | -4% | 2% | ? | 0% | 0% | ? | -2%
C/C=C1\C[N@@+]2(C)CC[C@@]34C(=C(C=O)[C@H]1C[C@H]32)Nc1ccccc14
    . | -3%[53 µM] | -38%[21.6 µM] | . | . | -4%[53 µM] | ? | -4%[25.9 µM]
CCN1CCN(C(=O)COc2ccc(S(=O)(=O)N(C)Cc3ccccc3)cc2)CC1
    0% | -8% | 2% | . | -3% | -2% | 4% | 12%
c1ccc2sc(C3(NCC4CC4)CCCCC3)cc2c1
    -9% | 0% | 10% | . | -8% | -1% | . | 15%
CN1CCN(c2csc3ccc(F)cc3c2=O)CC1
    5% | 8% | . | . | -10% | -3% | . | .
CCCCNC(=O)n1c(NC(=O)OC)nc2ccccc21
    . | 7%[201 µM] | -10% | . | . | 1%[201 µM] | . | -1%
COc1ccccc1N1CCN(C2CCN(C(=O)c3cc(OC)c(OC)c(OC)c3)CC2)CC1
    10% | -20% | 3% | . | -3% | 2% | ? | -15%
O=C1c2ccccc2C(=O)N1Cc1nc(-c2ccccc2)no1
    ? | -4% | 2% | 1% | -6% | 2% | -1% | i
Cc1cc(OCC(=O)NC2CCS(=O)(=O)C2)c2c3c(c(=O)oc2c1)CCC3 (configuration not stated)
    -1% | 4% | 3% | -2% | 0% | -2% | ? | -7%
Cc1ccc(C(=O)Nc2nc3ccccc3n2CCN2CCCC2)cc1
    -1% | -10% | . | -21% | 2% | -2% | ? | i
COc1cc2c(cc1/C=C/[N+](=O)[O-])OCO2
    0% | -2% | 13% | . | ? | -2% | -21% | -7%

Second line of a record – Tau FP inhib | TRb-SRC2 inh | GoLoco inh red | L3MBTL1 inh | Tau fibril ThT | TexasRed fluor | KDM4E inh | RECQ1 inh
CCOc1ccc(N(C(C)C(=O)Nc2cc(Cl)ccc2OC)S(C)(=O)=O)cc1 (configuration not stated)
    -12% | 10% | . | . | ? | -4% | . | .
Nc1ccc([N+](=O)[O-])cc1
    . | 6% | -12% | -1% | . | -1% | . | -4%
Cc1nc2ccc(NC(=O)c3ccc(Cl)s3)cc2s1
    -4% | -15% | 4% | . | -2% | -2% | ? | -17%
O=S(=O)(O)F
    . | 1% | -34% | . | . | 0% | . | -1%
NC1=NC(c2cccnc2)n2c(nc3ccccc32)N1 (configuration not stated)
    2% | -2% | -3% | 7% | 4% | 0% | 0% | i
CC1(C)C(=O)CC[C@]2(C)C3C(=O)C=C4[C@H]5C[C@@](C)(C(=O)O)CC[C@]5(C)CC[C@]4(C)[C@]3(C)CC[C@@H]12 (some centres not stated)
    6% | 4% | -3% | . | ? | 0% | -1% | i
CCc1ccc(-n2c(O)c(/C=N/N3CCCCC3c3cccnc3)c(=O)[nH]c2=O)cc1 (configuration not stated)
    -9% | 2% | 2% | 10% | 0% | 0% | 9% | -3%
Cc1cccc(C)c1N
    . | 3% | 5% | . | . | -1% | . | -4%
CC(=O)N1CCN(c2ccc([N+](=O)[O-])cc2C=C2C(=O)NC(=O)NC2=O)CC1
    -4% | -8% | . | 8% | ? | -9% | -11% | -4%
COc1ccccc1N1CCN(Cc2ccc(Br)s2)CC1
    -1% | -2% | -4% | -17% | -20% | -2% | ? | i
COC(=O)C1=Nc2ccccc2/C1=C\c1c(O)n(-c2cc(OC)ccc2OC)c(=O)[nH]c1=O
    -7% | 21% | 37%[activator] | 8% | ? | -15% | ? | ?
COP(=O)(OC)C(NC(C)=O)C(Cl)(Cl)Cl (configuration not stated)
    -15% | -1% | -11% | . | -6% | 2% | 7% | -7%
Cc1ccc(NC(=S)NCCc2cnc[nH]2)cc1C
    -1% | -4% | 12% | 0% | 5% | 1% | -5% | i
Cc1ccc2ccccc2c1NC(=O)CNC1CCCCC1
    3% | -11% | 3% | 0% | -4% | -1% | 1% | -4%
O=[N+]([O-])c1cc(F)c(N2CCCC2)cc1Br
    2% | -1% | 9% | -17% | ? | -3% | -3% | i
COc1ccccc1NC1(C#N)CCCCC1
    -2% | -9% | -7% | -16% | 0% | -2% | -2% | 6%
O=C(c1ccc(C(F)(F)F)cc1)C1CCCN(C2CCSCC2)C1 (configuration not stated)
    2% | 2% | 17% | -11% | -6% | -2% | -6% | -11%
COCCCn1c(N)c(C(=O)Nc2sc3c(c2C(=O)OC)CCCC3)c2nc3ccccc3nc21
    15% | -2% | 6% | -2% | ? | 3% | -2% | -9%
CC(=O)[O-].CC(=O)[O-].CC(=O)[O-].[Cr+3]
    . | 5% | 1% | . | . | 0% | . | 4%
O=C(NCC(c1cccnc1)N1CCN(c2ccc(F)cc2)CC1)Oc1ccccc1 (configuration not stated)
    4% | -1% | 14% | -8% | -17% | -2% | -5% | -3%
COc1cccc(-c2nnc3n(Cc4ccccc4Cl)c(=O)c4ccccc4n23)c1O
    13% | -4% | . | . | ? | -4% | . | .
CCC(C)n1c(O)c(C=NCCN2CCOCC2)c(=O)[nH]c1=S (configuration not stated)
    -6% | 2% | 3% | 5% | -8% | -2% | 3% | -3%
O=P1(Oc2ccccc2)CC=C[C@H](COCc2ccccc2)O1 (some centres not stated)
    0% | 7% | 8% | . | -2% | 1% | 1% | -2%
